High-throughput results from PubChem BioAssay.
PriA SSB inh: K. pneumoniae PriA-SSBct interaction inhibition; AlphaScreen SSBct-PriA binding, biotinylated peptide; inhibition, % at 33 µM; 430,000 tested, 0.6% active; in the data active = inhibition mostly above about 37%, no sharp cut-off; inactive = mostly below about 20%;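 note: plate controls were negative control peptide for no effect and reference peptide for full effect; strong numbers were not always called active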
PrPC surface inh: inhibitors of human cell surface prion protein PrPC. 370,000 tested, 0.43% active. inhibition, % at 13.8 µM. TR-FRET read-out. AID 720596; in the data active = inhibition above about 24%; note: 0% = median of the test wells and 100% = reference compound wells
Vc quorum ag: quorum light induction in luxS cqsA deficient V. cholerae | V. cholerae BH1578 lux reporter, luminescence, 6 h | activation, % at 18.7 µM | 350,000 tested, 0.16% active; in the data active = activation mostly above about 9.7%, no sharp cut-off; note: not every result past the cut was called active; inactives centre near 0; reference of the scale not given here
BoNT A protease: BoNT A light chain protease inhibition. 360,000 tested, 0.17% active. AID 588499. inhibition, % at 10 µM. multiplex microsphere protease substrate cleavage, flow cytometry; note: plate controls were buffer without enzyme for full effect and enzyme alone for no effect
PfHsp40 yeast: restores yeast growth despite PfHsp40 toxicity; 340,000 tested, 0.68% active; AID 504582; growth rescue, % at 12.5 µM; S. cerevisiae expressing PfHsp40, growth rescue, ATP luminescence; in the data active = growth rescue above about 28%, passing the limit was not always enough;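 note: yeast W303a lacking pdr1 and pdr3 grown in galactose medium; growth measured after three days at 30 °C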
Anthrax LF prot: blocks Bacillus anthracis lethal factor protease; P15917; inhibition, % at 10 µM; multiplex microsphere protease cleavage assay, LF; 360,000 tested, 0.12% active; note: plate controls were buffer without enzyme for full effect and enzyme alone for no effect
Y pestis TopoI: Y. pestis Topo-I inhibition via cleavage products. AID 504884. 360,000 tested, 0.064% active. Y. pestis Topo-I cleavage product accumulation, plate reader. activity, % at 10 µM; in the data active = activity above about 50%, passing the limit was not always enough; note: inactives centre near 2
TcdB GH inh: inhibitors of Clostridioides difficile toxin B glycohydrolase. TcdB glycohydrolase enzymatic assay, plate reader. inhibition, % at 9.99 µM. 350,000 tested, 0.24% active. P18177; in the data active = inhibition above about 10%
Target sequence (P18177 whole entry, looked up): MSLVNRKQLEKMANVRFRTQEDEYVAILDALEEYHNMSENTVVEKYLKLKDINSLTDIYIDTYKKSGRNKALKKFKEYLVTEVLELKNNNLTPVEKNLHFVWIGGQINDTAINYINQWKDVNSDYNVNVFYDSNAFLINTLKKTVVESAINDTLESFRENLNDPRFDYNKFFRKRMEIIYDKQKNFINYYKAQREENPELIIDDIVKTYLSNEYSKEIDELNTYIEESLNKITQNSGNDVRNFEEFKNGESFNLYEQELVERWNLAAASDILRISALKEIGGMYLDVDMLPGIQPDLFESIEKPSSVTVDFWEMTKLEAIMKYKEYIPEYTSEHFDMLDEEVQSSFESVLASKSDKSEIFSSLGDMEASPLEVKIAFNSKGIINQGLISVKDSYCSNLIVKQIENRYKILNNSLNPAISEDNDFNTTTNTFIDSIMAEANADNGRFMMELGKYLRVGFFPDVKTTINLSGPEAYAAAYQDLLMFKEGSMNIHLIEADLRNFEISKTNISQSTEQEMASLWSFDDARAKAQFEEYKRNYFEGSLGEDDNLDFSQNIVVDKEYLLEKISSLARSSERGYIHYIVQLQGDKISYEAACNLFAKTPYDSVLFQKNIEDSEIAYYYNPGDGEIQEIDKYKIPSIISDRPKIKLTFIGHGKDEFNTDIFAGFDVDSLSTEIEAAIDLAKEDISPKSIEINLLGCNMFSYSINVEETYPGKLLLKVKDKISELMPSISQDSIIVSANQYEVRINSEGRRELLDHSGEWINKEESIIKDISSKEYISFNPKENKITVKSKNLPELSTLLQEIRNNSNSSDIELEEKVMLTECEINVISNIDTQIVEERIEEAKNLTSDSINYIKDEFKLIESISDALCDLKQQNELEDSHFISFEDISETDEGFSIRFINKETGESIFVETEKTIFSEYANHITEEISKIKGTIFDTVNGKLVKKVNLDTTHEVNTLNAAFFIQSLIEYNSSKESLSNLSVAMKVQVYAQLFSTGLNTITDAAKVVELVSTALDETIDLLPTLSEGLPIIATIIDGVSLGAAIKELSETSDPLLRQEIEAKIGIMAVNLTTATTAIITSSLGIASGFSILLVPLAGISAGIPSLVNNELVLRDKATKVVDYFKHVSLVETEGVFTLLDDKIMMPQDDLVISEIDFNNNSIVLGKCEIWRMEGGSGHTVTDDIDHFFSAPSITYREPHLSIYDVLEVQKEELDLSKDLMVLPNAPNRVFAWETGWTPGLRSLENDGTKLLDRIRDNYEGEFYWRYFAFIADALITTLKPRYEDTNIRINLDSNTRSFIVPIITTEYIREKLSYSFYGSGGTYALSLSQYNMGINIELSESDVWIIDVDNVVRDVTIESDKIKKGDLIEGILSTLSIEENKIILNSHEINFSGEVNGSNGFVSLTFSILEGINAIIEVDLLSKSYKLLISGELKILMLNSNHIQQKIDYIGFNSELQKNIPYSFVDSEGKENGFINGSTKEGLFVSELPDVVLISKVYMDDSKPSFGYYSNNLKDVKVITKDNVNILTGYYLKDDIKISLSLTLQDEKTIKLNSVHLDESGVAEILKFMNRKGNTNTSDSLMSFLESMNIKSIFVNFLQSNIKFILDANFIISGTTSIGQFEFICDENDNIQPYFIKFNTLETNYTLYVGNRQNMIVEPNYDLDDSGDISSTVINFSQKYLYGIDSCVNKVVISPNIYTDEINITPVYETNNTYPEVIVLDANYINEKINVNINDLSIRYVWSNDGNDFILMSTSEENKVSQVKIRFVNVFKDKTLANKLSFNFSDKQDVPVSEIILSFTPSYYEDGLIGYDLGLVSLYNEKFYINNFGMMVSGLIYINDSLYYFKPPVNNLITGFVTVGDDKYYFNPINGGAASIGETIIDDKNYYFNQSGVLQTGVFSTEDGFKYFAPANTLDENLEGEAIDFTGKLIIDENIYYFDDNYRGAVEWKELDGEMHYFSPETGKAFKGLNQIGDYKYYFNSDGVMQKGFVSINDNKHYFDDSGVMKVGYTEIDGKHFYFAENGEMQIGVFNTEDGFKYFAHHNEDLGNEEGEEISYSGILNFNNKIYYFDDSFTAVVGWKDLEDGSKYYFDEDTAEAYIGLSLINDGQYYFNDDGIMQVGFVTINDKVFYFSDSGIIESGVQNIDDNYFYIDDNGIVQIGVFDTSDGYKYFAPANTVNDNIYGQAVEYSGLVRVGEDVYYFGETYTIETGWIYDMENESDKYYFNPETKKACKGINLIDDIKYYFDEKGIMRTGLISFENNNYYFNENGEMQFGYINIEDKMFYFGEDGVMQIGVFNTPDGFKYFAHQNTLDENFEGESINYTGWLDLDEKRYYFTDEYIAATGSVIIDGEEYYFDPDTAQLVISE
SARS 3CLpro inh: SARS-CoV 3CLpro protease inhibition; P0C6X7; 290,000 tested, 0.14% active; inhibition, % at 6 µM; AID 1706; recombinant SARS-CoV 3CLpro, quenched FRET peptide cleavage; in the data active = inhibition above about 12%
Numbers without * were called inactive; i = inactive; . = no result given; & = joins results of further samples. Cut-off read from the data, not from the text of the source, unless noted: active = inhibition above about 30%; inconclusive = no clear call, values can overlap the other calls; inactive = below that. An excerpt; count on the stated rates, not on these rows.

entry	canonical_smiles	PriA SSB inh	PrPC surface inh	Vc quorum ag	BoNT A protease	PfHsp40 yeast
1	O=C(NN=C1CCCC1)c1ccc([N+](=O)[O-])cc1	-15	-13	i	-0.4	0.5
2	COc1ccc(NC(=O)CN2CCCC2c2cccs2)cc1S(=O)(=O)N1CCCCC1 (stereo unspecified)	3	7	-0.4	-0.1	-1.3
3	O=C(NC1CC1)C1CCN(C2CCN(C(=O)CCOc3ccccc3)CC2)CC1	9	1	.	-0.2	0.0
4	OCC1CCCN1C(=S)Nc1ccccc1 (stereo unspecified)	-4&-15	4	-0.4	0.0	1.5
5	CC(=O)n1c(-c2ccccc2)c(CO)c2ccccc21	-13	0	1.1	0.3	-1.2
6	O=C(NCc1nc2ccccc2[nH]1)C1=C[C@@H](c2ccccc2)C[C@@H](OCCCCO)O1	-4	-2	i	-1.0	-0.1
7	O=C(NCc1ccco1)C(c1ccncc1)N(C(=O)Cn1nnc2ccccc21)c1ccccc1 (stereo unspecified)	-3	3	-0.2	1.5	2.7
8	CC(C)(C)OC(=O)N1CCNc2ccccc2C1	-10	4	-0.5	-0.9	0.3

entry	Anthrax LF prot	Y pestis TopoI	TcdB GH inh	SARS 3CLpro inh
1	-3	-6	2.2	2
2	-1	13	-2.4	.
3	0	4	0.0	-2
4	-3	8	.	3
5	-3	10	2.2	-4
6	-7	7	0.5&0.4	-4
7	1	3	2.1	2
8	0	-4	.	3

The list goes on.
entry	canonical_smiles	PriA SSB inh	PrPC surface inh	Vc quorum ag	BoNT A protease	PfHsp40 yeast
9	Cn1c(O)c(C=NCCCC(=O)O)c(=O)n(C)c1=O	0	4	i	0.8	0.1
10	NC(=O)N[C@@H](Cc1c[nH]c2ccccc12)C(=O)OCC(=O)N1CCCCC1	2	-1	-0.4	-0.7	-0.2
11	COc1ccc(N2C(=O)CSC2c2cccs2)cc1 (stereo unspecified)	-13	4	3.4	-0.6	0.0
12	O=C(O)CCN1C(=O)C2C3CC(C2C1=O)C1C(c2ccccc2)c2sc(=O)[nH]c2SC31 (stereo unspecified)	3	8	-0.2	0.4	0.3
13	Cc1c(C2C(C#N)=C(N)OC3=C2C(=O)CCC3)cnn1C (stereo unspecified)	-8	2	-0.4	0.1	-0.4
14	Cc1ccc(C(C)NC(=O)C2CCCC2)cc1C (stereo unspecified)	-9	-5	0.1	-3.1	1.0
15	COc1cc(OC)cc(C(=O)OCn2nnc3ccccc3c2=O)c1	0	3	-0.8	-0.4	-1.1
16	CC(C)CCOP(=O)(c1ccc(N(C)C)cc1)C(O)c1c(Cl)cccc1Cl (stereo unspecified)	-8	1	i	0.7	1.8

entry	Anthrax LF prot	Y pestis TopoI	TcdB GH inh	SARS 3CLpro inh
9	0	-9	0.6	0
10	1	-7	0.3	-1
11	-3	0	.	6
12	-3	4	0.5	1
13	1	0	0.6	1
14	-3	6	0.6	-4
15	4	6	1.4	1
16	-4	14	-1.6	1

The list goes on (three carried over from the part before).
entry	canonical_smiles	PriA SSB inh	PrPC surface inh	Vc quorum ag	BoNT A protease	PfHsp40 yeast
14	Cc1ccc(C(C)NC(=O)C2CCCC2)cc1C (stereo unspecified)	-9	-5	0.1	-3.1	1.0
15	COc1cc(OC)cc(C(=O)OCn2nnc3ccccc3c2=O)c1	0	3	-0.8	-0.4	-1.1
16	CC(C)CCOP(=O)(c1ccc(N(C)C)cc1)C(O)c1c(Cl)cccc1Cl (stereo unspecified)	-8	1	i	0.7	1.8
17	O=C(NC12CC3CC(CC(C3)C1)C2)c1ccccc1O	-31	-4	-0.3	-1.9	1.3
18	O=C(COc1ccccc1)N1CCN(c2ncccn2)CC1	-4	4	0.9	-1.0	0.6
19	Cc1ccc(/C=N/n2c(-c3cccnc3)n[nH]c2=S)s1	.	-15	-0.3	1.0	-2.0
20	CCOC(=O)C(C#N)C(c1cccnc1)c1c(C)[nH][nH]c1=O (stereo unspecified)	1	-1	-1.6	0.4	1.3
21	COC(=O)c1ccc(NC(=O)COc2ccc3c(c2)OCO3)cc1	-9	3	-0.3	-1.5	0.0
22	O=S(=O)(Nc1ccc2c(c1)nc1n2CCN(Cc2ccccc2)C1)c1ccc(F)cc1	-4	-6	i	2.3	1.2
23	O=S(=O)(c1cccc(F)c1)N1CCN(Cc2cc3c(cc2Br)OCCO3)CC1	-4	-5	0.0	0.6	0.6
24	COc1ccc(CN2CCSCC2)cc1C	-15	-3	-1.5	0.8	6.4

entry	Anthrax LF prot	Y pestis TopoI	TcdB GH inh	SARS 3CLpro inh
14	-3	6	0.6	-4
15	4	6	1.4	1
16	-4	14	-1.6	1
17	-3	-7	.	4
18	0	1	1.6	3
19	3	1	.	7
20	1	-3	.	2
21	2	1	-1.1	-4
22	3	8	.	-1
23	-3	28	1.1	.
24	-6	3	0.3	8

Excerpt, nos. 17–19
entry	canonical_smiles	PriA SSB inh	PrPC surface inh	Vc quorum ag	BoNT A protease	PfHsp40 yeast
17	O=C(NC12CC3CC(CC(C3)C1)C2)c1ccccc1O	-31	-4	-0.3	-1.9	1.3
18	O=C(COc1ccccc1)N1CCN(c2ncccn2)CC1	-4	4	0.9	-1.0	0.6
19	Cc1ccc(/C=N/n2c(-c3cccnc3)n[nH]c2=S)s1	.	-15	-0.3	1.0	-2.0

entry	Anthrax LF prot	Y pestis TopoI	TcdB GH inh	SARS 3CLpro inh
17	-3	-7	.	4
18	0	1	1.6	3
19	3	1	.	7

Other results:
entry	canonical_smiles	PriA SSB inh	PrPC surface inh	Vc quorum ag	BoNT A protease	PfHsp40 yeast
25	CCCNC(=O)C1(C)CCCN(C(=O)COc2ccc(Cl)cc2Cl)C1 (stereo unspecified)	.	7	i	0.2	.
26	CN1CCN(C2=Nc3cc(Cl)ccc3Nc3ccccc32)CC1	8	-10	-0.2	-0.3	1.6
27	CC1(C)COC(c2cccc(C3=NC(C)(C)CO3)n2)=N1	-17	3	-0.2	-0.5	-0.6
28	Cc1ccccc1CSc1nnc(NC(=O)C2COc3ccccc3O2)s1 (stereo unspecified)	-17	2	5.4	5.4	-0.3
29	COc1ccc(CCN(C)C(=O)CN2C(=O)NC3(CCCCC3C)C2=O)cc1OC (stereo unspecified)	6	6	-2.6	-0.6	0.0
30	CCOC(=O)CN(C(=O)CSc1nnc2c(n1)[nH]c1ccc(OC)cc12)c1ccc(F)cc1	0	-4	2.4	-1.1	0.5
31	CC(=O)Nc1ccc(N2C(=O)CC(Sc3nccc(C)n3)C2=O)cc1 (stereo unspecified)	-11	-6	0.4	-2.2	-1.0
32	COc1cc(/C=C/C(=O)N2CCN(Cc3ccccc3)CC2)cc(OC)c1OC	-3	0	-8.3	-1.4	-0.3

entry	Anthrax LF prot	Y pestis TopoI	TcdB GH inh	SARS 3CLpro inh
25	-4	2	-6.6	.
26	-10	-3	1.0	-4
27	-1	-1	.	1
28	-16	3	.	-8
29	-4	-6	0.3	.
30	1	-1	.	-2
31	5	-4	0.2	2
32	15	2	-0.3	-4

(next part)
entry	canonical_smiles	PriA SSB inh	PrPC surface inh	Vc quorum ag	BoNT A protease	PfHsp40 yeast
33	COC(=O)c1ccc(C[n+]2ccccc2)cc1	-3	-5	-0.3	.	1.0
34	CCOCCCNC(=O)c1cc(-c2ccc(Br)s2)nc2ccccc12	-1	14	i	5.1	-1.0
35	CC(C)(C)C(=O)Nc1cc(NC(=O)C(C)(C)C)cc(C(=O)Nc2c[nH]c(=O)[nH]c2=O)c1	-5	3	i	0.0	.
36	COc1ccc(-c2noc3c2-c2nc(-c4ccccc4F)sc2CC3)cc1	35	-4	1.0	-0.3	0.9
37	CCN(CCCNS(=O)(=O)c1ccc2c(c1)CCN2C(C)=O)c1cccc(C)c1	10	1	0.0	-0.6	6.7
38	COc1ccc(-c2c(C(F)(F)F)oc3cc(OCC(=O)Nc4ccccc4C(F)(F)F)ccc3c2=O)cc1OC	-11	9	-0.2	0.7	0.8
39	O=C(NCCN1CCOCC1)c1ccc2c(c1)N(Cc1ccc(Cl)cc1)C(=O)CS2	-18	10	-0.2	-2.8	-0.6
40	N/C(=N\OC(=O)CCC1CCCC1)c1ccc(Br)cc1	.	-2	-0.3	2.7	-0.4

entry	Anthrax LF prot	Y pestis TopoI	TcdB GH inh	SARS 3CLpro inh
33	.	-8	2.7	-3
34	3	2	-0.7	-5
35	-9	9	2.1	.
36	-7	2	0.2	-1
37	-7	0	-1.5	-1
38	2	7	0.5	1
39	1	13	1.8	1
40	-1	10	-0.9	-3

The listing continues.
entry	canonical_smiles	PriA SSB inh	PrPC surface inh	Vc quorum ag	BoNT A protease	PfHsp40 yeast
41	COc1ccc(NC(=O)NC(C(F)(F)F)C(F)(F)F)cc1	-10	2	i	0.7	-1.0
42	COCCCNC(=O)Cn1cc(C(C)=O)c2ccccc21	-27	-3	-0.2	-2.9	-0.3
43	CCOC(=O)c1ccc(Oc2cn[nH]c2-c2ccc(OCC(=O)NN)cc2O)cc1	2	2	1.2	-0.7	-1.3
44	O=C(CSc1ccc2nnc(-c3ccccn3)n2n1)NCC1CCCO1 (stereo unspecified)	-4	1	-0.2	-0.6	14
45	O=C(CN1C(=O)NC2(CCCC2)C1=O)Nc1nc(-c2ccc(F)cc2)cs1	-1	0	-17	-0.9	-0.9
46	CC(=O)N(c1cccc(C(F)(F)F)c1)c1nc(/C=C/C(=O)O)cs1	-5	3	i	-0.8	-0.5
47	COc1ccc(C(=O)Nc2ccccc2C(=O)N(Cc2ccco2)C(C(N)=O)C(C)C)cc1 (stereo unspecified)	-9	2	-1.4	0.3	-1.3
48	CCS(=O)(=O)c1nc(S(=O)(=O)c2ccc(C)cc2)c(NCCCN2CCOCC2)s1	1	-3	i	0.4	-0.7

entry	Anthrax LF prot	Y pestis TopoI	TcdB GH inh	SARS 3CLpro inh
41	0	0	.	0
42	-1	1	1.3	7
43	1	14	-1.9	3
44	-13	-2	2.0	-4
45	5	-12	.	-3
46	-1	5	-0.1	1
47	-2	-7	.	-1
48	-3	1	2.7	-7

Next compounds follow:
entry	canonical_smiles	PriA SSB inh	PrPC surface inh	Vc quorum ag	BoNT A protease	PfHsp40 yeast
49	Clc1ccccc1CN1CCNCC1	7&0	5	-0.8	-3.9	0.8
50	Cc1ccc(OCc2ccccc2C)c([N+](=O)[O-])n1	-6	-9	i	-1.9	1.3
51	CCC(C(=O)Nc1ccc2c(c1)OCCO2)n1c(=O)[nH]c2ccccc2c1=O (stereo unspecified)	-7	1	-0.3	0.5	0.8
52	CC(=O)Nc1ccc(C2CN(C)CC2C(=O)c2ccc(Cl)cc2)cc1 (stereo unspecified)	-1	-5	1.3	0.2	0.0
53	CCOC(=O)C(N)CSC1CC(=O)N(c2ccc(OC)cc2)C1=O (stereo unspecified)	-19	-2	-0.4	1.0	0.0
54	CN(C)S(=O)(=O)c1cc(NC(=O)COC(=O)Cc2ccc(Br)cc2)ccc1Cl	7	-3	-0.3	-0.3	1.0
55	Cc1oc2ccc(OC(=O)N3CCOCC3)cc2c1C(=O)OC(C)C	-17	-3	i	-1.7	-0.2

entry	Anthrax LF prot	Y pestis TopoI	TcdB GH inh	SARS 3CLpro inh
49	-8	-4	0.9	3
50	8	7	0.9	-4
51	-2	-5	0.8	0
52	3	-2	1.1	1
53	17	1	1.0	2
54	-2	9	.	-2
55	-5	4	.	-3
